# 4-MU autofl = compound fluoresces in the 4-MU spectral region; actives 11% (n = 59,000); AID 589; compound autofluorescence, 340/450 nm, 4-MU equivalents; stronger effect = higher value; max dye-equivalent concentration, M; in the data active = max dye-equivalent concentration above about 10 nM; inconclusive = mostly about 1.1 nM to 9.6 nM
#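 Compounds in 100 mM Tris, pH 8.0, incubated 15 min at room temperature, then fluorescence read at 340 nm excitation/450 nm emission. Signal converted to 4-MU dye-equivalent concentration using an on-plate six-point 4-MU standard curve.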
# HEK293 cAMP cs = counter-screen for TSHR agonists: cAMP increase in parental HEK293; parental HEK293 CNG cAMP sensor, membrane potential fluorescence; Potency, µM (doses to about 57.1 µM), for the others: at the highest dose activation, actives largely listed as activators; actives 2.5% (n = 73,000); note: potency is the fitted concentration of half-maximal effect; % of control where 0% means no effect; nearly all actives have a fitted effect of over 55% in size
#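 Parental HEK 293 cells stably expressing a modified CNG channel (no TSHR) report cAMP rise as membrane depolarization. Membrane potential dye with 100 uM RO 20-1724 was loaded for 60 min at room temperature, then compound added for 30 min; fluorescence read at 590 nm.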
# USP2a inhib = USP2a (human) protease inhibition. USP2a enzymatic assay, qHTS inhibition. Potency, µM (highest dose often 38.3 µM), for inactives: at the highest dose activity change, negative = inhibition, most hits filed as inhibitors. actives 0.1% (n = 60,000);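 note: potency is the fitted concentration of half-maximal effect; nearly all actives have a fitted effect of over 60% in size; plate controls were DMSO for no effect and NEM full inhibition control for full effect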
#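 20 nM USP2 core + cpd, 30 min RT; add 20 nM Ub-PLA2/20 uM NBD C6-HPC; read Ex460/Em535 at 0 h and 2.5 h. Normalized to NEM; qHTS curve fit/classification.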
# BRCT PPI red = BRCT-phosphoprotein interaction inhibition (red fluorophore). P38398. BRCT-phosphopeptide binding, red fluorescence polarization. Potency, µM (top dose mostly 76.9 µM), without a hit: at the highest dose activity change, negative = inhibition, most hits filed as inhibitors. actives 0.03% (n = 75,000); note: % is set by controls: 0 for no effect and ±100 for the full control effect
#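 Rhodamine-labelled pBACH1 10-mer (100 nM) bound to BRCT domain (100 nM) at pH 7.3; compounds incubated 12 min room temperature, polarization read. Free peptide defines full inhibition; unlabelled decapeptide titrated as control.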
# A350 fluor = compound fluoresces in the Alexa 350 spectral region; Compound autofluorescence, 340/450 nm, Alexa 350 dye-equivalents; stronger effect = higher value; max dye-equivalent concentration, M; actives 11% (n = 59,000); in the data active = max dye-equivalent concentration above about 10 nM; inconclusive = mostly about 1.1 nM to 9.6 nM
# Caspase-7 inhib = blocks human caspase-7 allosterically or competitively | Potency, µM (doses to about 57.5 µM), for the others: top-dose activity change, negative = inhibition, most hits filed as inhibitors | P55210 | recombinant caspase-7, Ac-DEVD-AFC fluorescence rate | actives 0.02% (n = 75,000); active = well fitted inhibition curve with a large enough effect in the main read-out, with a control signal flat, not every such curve was filed as active; inconclusive = small, poorly fitted or top-dose-only effect, or a change in a side signal; note: potency is the fitted concentration of half-maximal effect; % of control where 0% means no effect
# Target sequence (P55210 24-198 limits assumed): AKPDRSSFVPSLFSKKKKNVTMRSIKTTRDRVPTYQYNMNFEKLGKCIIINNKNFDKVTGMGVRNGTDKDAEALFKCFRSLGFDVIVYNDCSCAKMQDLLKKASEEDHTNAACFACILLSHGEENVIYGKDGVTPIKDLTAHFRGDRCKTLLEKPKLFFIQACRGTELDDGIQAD
# Target sequence (P55210 207-303 limits assumed): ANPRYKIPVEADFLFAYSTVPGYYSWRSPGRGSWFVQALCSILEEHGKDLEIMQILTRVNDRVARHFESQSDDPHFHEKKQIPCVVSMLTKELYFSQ
# Ub-GFP proteasome = ubiquitin-GFP accumulation via proteasome inhibition; Ubiquitin-GFP reporter cells, proteasome inhibition, GFP fluorescence; response scale: untreated = 0%, 10 µM MG-132 = 100%; Potency, µM (series often up to 45.9 µM), inactives show at the highest dose activation (GFP accumulation), actives largely listed as activators; 67,000 tested, under 10 active; active = well fitted activation curve with a large enough effect, not every such curve was filed as active; inconclusive = small, poorly fitted or top-dose-only effect, or another doubt; inactive = no such curve, though single readings can be large or run the other way; note: potency is the fitted concentration of half-maximal effect
#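 Proteasome block read as GFP accumulation: ubiquitin(G76V)-GFP U2OS cells exposed to compound (2.9 nM–46 uM) for 4 hr at 37 C. Normalization used untreated cells as 0% and 10 uM MG-132 as 100%; concentration-response curves fitted.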
# Caspase-1 inhib = caspase-1 (human) inhibition, allosteric or competitive. P29466. Caspase-1 enzyme, Ac-WEHD-AFC fluorogenic rate. Potency, µM (top dose mostly 57.5 µM), inactives show at the highest dose activity change, negative = inhibition, usual class: inhibitors. actives 0.03% (n = 75,000). AID 900;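 note: potency is the fitted concentration of half-maximal effect; plate controls were vehicle for no effect and no substrate for full effect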
# Target sequence (P29466 120-297 limits assumed): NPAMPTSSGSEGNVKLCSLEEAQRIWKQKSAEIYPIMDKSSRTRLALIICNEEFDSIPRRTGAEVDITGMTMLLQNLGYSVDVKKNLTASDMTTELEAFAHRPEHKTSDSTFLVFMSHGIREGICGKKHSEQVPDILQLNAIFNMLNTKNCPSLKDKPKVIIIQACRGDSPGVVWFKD
# Target sequence (P29466 317-404 limits assumed): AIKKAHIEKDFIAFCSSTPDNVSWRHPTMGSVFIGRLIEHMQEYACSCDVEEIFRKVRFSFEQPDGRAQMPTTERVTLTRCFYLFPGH
# Epigenetic mod = epigenetic modulators derepressing GFP locus in mouse cells | mouse C127i GFP locus derepression, cytometry, 30 h | actives 0.09% (n = 68,000) | AID 597 | Potency, µM (top dose mostly 46.1 µM), without a hit: at the highest dose GFP derepression (activation); note: % of control where 0% means no effect
#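 Read-out is the number of GFP-positive cells, scored as fluorescent objects 20 to 120 um wide, reflecting derepression of a silenced CMV-GFP reporter in murine C127i cells after 30 h compound exposure at 37 C.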
# Fluorescein fluor = fluorescein region autofluorescence; max fluorescein-equivalent concentration, M; AID 593; actives 0.91% (n = 59,000); Compound autofluorescence, 480/540 nm, fluorescein-equivalent; stronger effect = higher value; in the data active = max fluorescein-equivalent concentration above about 10 nM; inconclusive = between about 1.1 nM and that limit
#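 Compounds were pin-transferred into 100 mM Tris buffer, pH 8.0, and incubated 15 min at room temperature. Fluorescence was read at 480 nm excitation/540 nm emission. Signals were normalized to an on-plate six-point fluorescein standard curve as dye-equivalent concentration.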
# BRCT inh green = inhibitors of human BRCA1 BRCT-phosphoprotein interaction (green fluorophore); BRCA1 BRCT-phosphopeptide binding, green fluorescence polarization; Potency, µM (series often up to 76.9 µM), without a hit: at the top dose activity change, negative = inhibition, hits mostly inhibitors; actives 0.05% (n = 75,000);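 note: potency is the fitted concentration of half-maximal effect; plate controls were peptide without protein for full effect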
#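 Fluorescence polarization: His-tagged BRCT (~35 kDa BRCA1 C-terminus, 250 nM) bound to 100 nM fluorescein-labeled phosphorylated 10-aa BACH1 peptide, pH 7.3 phosphate buffer with DTT and Tween 20. Compounds incubated 12 min at room temperature; inhibition read as lowered polarization.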
# * marks the source's active call; other numbers are inactive results; i = inactive; u = inconclusive; x = no result given; & = joins results of further samples; [ ] = another dose, or the depositor's remark. Unless noted, calls come from the whole dose curve; as a rule, active = well fitted curve in the direction sought with a large enough effect; inconclusive = small, poorly fitted or top-dose-only effect, or another doubt; inactive = no such curve, though single readings can be large; an effect the other way counts as inactive or inconclusive.
SMILES,4-MU autofl,HEK293 cAMP cs,USP2a inhib,BRCT PPI red,A350 fluor,Caspase-7 inhib,Ub-GFP proteasome,Caspase-1 inhib,Epigenetic mod,Fluorescein fluor,BRCT inh green
CC1(C)Cc2c(c(-c3ccccc3)[nH]c(=O)c2C#N)CO1,u,-1.2%,x,0.0%,u,3.1%,-0.1%,0.4%,0.0%,i,-0.3%
COc1ccc2[nH]c(I)c(CCNC(C)=O)c2c1,i,u,x,-0.4%,i,2.8%,6.5%&1.8%,1.8%,0.3%&-1.1%,u,-1.7%
CCOC(=O)N1CCN(C(=O)c2ccc(CNS(=O)(=O)c3ccc(OC)cc3)cc2)CC1,i,1.4%,7.2%,-0.6%,i,-2.1%,-1.3%,2.1%,-1.4%,i,-1.0%
CCOC(=O)N1CCC(NC(=O)c2cnn3c2NC(c2ccco2)CC3C(F)(F)F)CC1 (stereo not drawn),i,-0.2%,26.4%,11.1%,i,0.4%,-3.2%,6.0%,4.8%,u,23.8%
Cc1occc1-c1nc(-c2ccncc2)no1,i,7.5%,7.3%,0.4%,u,-2.6%,-1.4%,0.1%,2.2%,i,1.1%
O=C(c1cccc(F)c1)N1CCC2(CC1)CCN(c1ncccn1)CC2,i,16.6%,12.7%,-0.7%,i,-0.9%,6.7%,-2.1%,-0.1%[9.22 µM],i,-1.3%
Cn1c(C(=O)Nc2ccc3c(c2)OCO3)cc2c(=O)n(C)c3ccccc3c21,x,-1.6%,x,-2.6%,x,-4.2%,0.0%,-6.1%,x,x,-3.4%
COc1ccc(C2c3sc(=O)[nH]c3SC3C4CCC(C4)C23)cc1 (stereo not drawn),i,19.4%,17.4%,0.8%,i,-1.8%,8.8%,-2.5%,4.3%,i,0.9%
Cc1cccc(OCC(O)Cn2c(NCCCOC(C)C)nc3c2c(=O)[nH]c(=O)n3C)c1 (stereo not drawn),i,7.1%,20.3%,1.3%,u,-0.8%,8.6%,2.3%,1.6%,u,-1.9%
CCOC(=O)C(NC(C)=O)(N1CCOCC1)C(F)(F)F (stereo not drawn),i,4.6%,1.6%,0.9%,i,0.9%,-1.7%,-1.7%,-2.5%,u,-0.8%
CCOC(=O)Cc1nnc(NC(=O)c2ncn[nH]2)s1,i,-2.9%,4.3%,-0.5%,i,2.0%,1.9%,0.1%,0.4%,i,-1.0%
O=C(Nc1ccc2c(c1)OCCO2)C1CCCN(S(=O)(=O)c2cccs2)C1 (stereo not drawn),i,18.0%,17.6%,0.0%,i,-5.4%,-5.4%,0.2%,-1.2%,i,0.6%
CCCN(c1ccc(OCC)cc1)S(=O)(=O)c1ccc2c(c1)CCN2C(=O)CCC(=O)O,i,10.3%,11.6%,-0.2%,i,0.1%,0.5%,0.5%,2.3%,i,0.9%
CCOC(=O)c1c(C)n(C)c2ccc(OCC(O)Cn3nc(C)cc3C)cc12 (stereo not drawn),i,1.5%,23.4%,-0.5%,i,0.6%,-0.9%,-2.8%,3.2%,i,-1.0%
Cc1c(Cl)cccc1N(CC(=O)NC1CCCCC1)S(C)(=O)=O,x,u,10.2%[7.66 µM],-0.6%,x,-1.0%,-21.5%[9.17 µM],-0.2%,-1.6%,x,1.1%
COc1ccccc1CNS(=O)(=O)c1c(C)noc1C,i,2.2%,3.0%,-1.3%,i,-0.2%,10.7%,2.9%,-1.0%,i,-0.3%
Cc1cccc(C(=O)OCC(=O)Nc2ccc(N3CCCCC3)cc2)c1O,i,9.5%,-2.7%,1.4%,i,-0.9%,10.7%,-1.7%,3.8%,u,-0.4%
O=C(NCCCn1ccnc1)c1ccc(Cl)c(S(=O)(=O)N2CCOCC2)c1,i,4.3%,-5.2%,-1.5%,i,-0.7%,x,-1.8%,-2.1%,u,-2.4%
CC(C)c1ccc(-c2noc(C3CCCN(C(=O)c4ccc(F)cc4F)C3)n2)cc1 (stereo not drawn),i,19.7%,-18.2%,-0.5%,i,-1.3%,4.8%,5.7%,-1.2%,u,-4.6%
Cc1cc(=O)oc2cc(OC(C)C)ccc12,x,8.6%,2.6%,0.0%,x,0.0%,-12.8%,-1.3%,-1.9%,x,-0.5%
Cc1cccc(NC(=O)CN(C)S(=O)(=O)c2ccc(Cl)cc2)n1,i,3.3%,-6.7%,-0.7%,u,-5.4%,0.6%,0.9%,2.9%,i,0.8%
COc1cc(/C=C(\C#N)C(=O)c2ccc(O)c(O)c2)cc(I)c1O,i,u,-25.5%,1.9%,i,1.3%,1.5%,-1.2%,-0.6%,1.32e-08M*,93.4%[activator]
O=C(CN1CCOCC1)Nc1ccc(NC(=O)CN2CCOCC2)c(Cl)c1,i,-2.3%,4.1%,1.4%,i,-1.0%,-0.6%,-1.1%,-1.7%,i,0.4%
COc1ccccc1NCCC(=O)OCC(=O)NCc1ccco1,i,u,8.2%,-4.6%,i,-10.3%,0.1%,-2.3%,2.3%,u,-3.5%
Cc1onc(-c2c(F)cccc2Cl)c1C(=O)OCC(=O)NCc1ccco1,i,8.4%,25.2%,-0.3%,i,-5.3%,0.3%,-2.1%,-2.4%,u,-1.4%
CC(C)=CCNc1ncnc2nc[nH]c12,i,-2.0%[11.4 µM],x,-2.6%[15.4 µM],i,-1.3%[11.5 µM],-1.7%[9.17 µM],1.3%[11.5 µM],4.4%[9.22 µM],u,-1.0%[15.4 µM]
CC(=O)C1(O)C(C)CC2C3CCC4CC(O)CCC4(C)C3=CCC21C (stereo not drawn),x,12.6µM*,x,-0.4%,x,-4.1%,11.7%,-4.7%,0.0%,x,-1.3%
O=C(COc1ccc(Cl)cc1)NCc1nnc(SCC(=O)N2CCCc3ccccc32)o1,i,u,-0.6%,0.0%,i,-1.6%,8.5%,-0.7%,2.4%,i,-1.6%
CCCCn1c(CNC(=O)C(C)(C)C)nc2ccccc21,x,21.2%,x,-0.1%,x,2.5%,16.7%,-3.9%,x,x,1.6%
COc1cc(OC)cc(C(=O)N2CCN(C(=O)c3ccc(OC)c(OC)c3)CC2)c1,i,-2.7%,-1.8%,0.2%,i,-0.3%,-2.5%,-1.4%,5.3%,i,2.0%
O=C(NC1=NCCS1)c1csc2ccccc12,x,15.2%,x,0.5%,x,-0.7%,x,-1.6%,x,x,-6.8%
O=C(O)C1C2C=CC(C2)C1C(=O)N1CCc2ccccc21 (stereo not drawn),i,-8.6%,-12.4%,-0.1%,i,-1.5%,1.2%,0.7%,-6.5%,u,0.3%
COc1ccc2[nH]cc(CCNc3ccnc(-c4cccnc4)n3)c2c1,i,-14.4%,115.6%[activator],-0.6%,i,-3.0%,-0.8%,-2.3%,9.3%[9.22 µM],i,-1.2%
O=C(N1CCOCC1)N1CCN(Cc2ccccc2)CC1,i,7.8%,10.4%,0.6%,u,-1.6%,-0.8%,0.0%,0.0%,u,-1.6%
CCCn1c(C)nc2c(NC3CCN(Cc4ccccc4)C3)nc(C)nc21 (stereo not drawn),x,21.0%,x,-0.5%,x,-2.4%,-5.5%,-1.0%,x,x,-0.9%
O=C(CN1CCCCC1)Nc1cccc(Br)c1,i,13.6%,-3.2%,0.4%,i,-1.8%,5.0%,-2.3%,-2.7%,u,-1.5%
O=C(COc1ccccc1Cl)NCc1ccco1,i,-1.4%,-2.4%,0.6%,i,1.0%,-1.2%,0.9%,2.6%,i,1.3%
O=C(CCC(=O)N(CC(=O)NC1CCCC1)C1CCCC1)Nc1ccccn1,u,13.9%,0.1%,-0.6%,u,0.1%,0.0%,-1.5%,-1.2%,i,-0.4%
COC(=O)c1c(NC(=O)CC2NCCNC2=O)sc2c1CCCC2 (stereo not drawn),i,-2.9%,2.9%,-0.7%,u,-4.9%,8.8%,-0.2%,-1.7%,i,0.2%
COC(=O)CN(c1ccc(OC)cc1)S(=O)(=O)c1c(C)noc1C,i,12.4%,0.2%,-0.5%,i,-1.1%,8.8%,1.3%,-2.2%,i,-2.5%
Cc1ccc2nc(CSc3nnc(-c4ccco4)o3)cc(=O)n2c1,u,3.6%,16.4%,-21.3%,u,-22.8%,2.0%,-5.3%,-1.1%,u,-11.8%

# Single records (already shown):
# `CCCn1c(C)nc2c(NC3CCN(Cc4ccccc4)C3)nc(C)nc21` (stereo not drawn) across the screens: 4-MU autofl = x; HEK293 cAMP cs = 21.0%; USP2a inhib = x; BRCT PPI red = -0.5%; A350 fluor = x; Caspase-7 inhib = -2.4%; Ub-GFP proteasome = -5.5%; Caspase-1 inhib = -1.0%; Epigenetic mod = x; Fluorescein fluor = x; BRCT inh green = -0.9%
# `O=C(O)C1C2C=CC(C2)C1C(=O)N1CCc2ccccc21` (stereo not drawn) across the screens: 4-MU autofl = i; HEK293 cAMP cs = -8.6%; USP2a inhib = -12.4%; BRCT PPI red = -0.1%; A350 fluor = i; Caspase-7 inhib = -1.5%; Ub-GFP proteasome = 1.2%; Caspase-1 inhib = 0.7%; Epigenetic mod = -6.5%; Fluorescein fluor = u; BRCT inh green = 0.3%

# Screening data deposited in PubChem by National Center for Advancing Translational Sciences (NCATS).

# Only part of the results is shown; the hit share may differ from the screen's.
